# Bioassay records as filed in PubChem.
# TAAR1 antagonist: antagonists of human TAAR1. Q96RJ0. 360,000 compounds, 1.5% hits. CHO RD-HGA16 TAAR1, Fluo-8 calcium fluorescence, antagonist. inhibition, % at 3 µM;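 active = inhibition above a per-plate cutoff, the mean inhibition of test compounds on that plate plus 3 SD, cut at about 49% in these data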;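 note: 0% = DMSO plus EC80 beta-PEA response and 100% = DMSO alone without agonist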
# Target sequence (Q96RJ0 whole entry, looked up): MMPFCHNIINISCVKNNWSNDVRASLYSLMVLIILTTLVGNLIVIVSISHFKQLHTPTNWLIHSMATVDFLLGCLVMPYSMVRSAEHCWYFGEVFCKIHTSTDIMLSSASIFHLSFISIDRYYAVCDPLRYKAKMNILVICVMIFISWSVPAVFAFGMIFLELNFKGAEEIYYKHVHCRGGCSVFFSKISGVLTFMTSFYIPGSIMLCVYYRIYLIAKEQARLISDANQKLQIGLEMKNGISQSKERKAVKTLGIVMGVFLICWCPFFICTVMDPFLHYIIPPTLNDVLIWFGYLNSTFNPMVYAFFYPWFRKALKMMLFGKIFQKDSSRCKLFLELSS
#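 Test system – hTAAR1-expressing CHO RD-HGA16 cells, Gα16-coupled · Reagent – β-PEA at EC80 concentration, post-compound challenge · Compound dosing – 3 µM, single point · Timing – 140 s kinetic read after compound, 140 s after agonist · Detection – Fluo-8 intracellular calcium dye fluorescence, real-time kinetic reads · Control set – DMSO and EC80 PEA controls · Repeats – n of 1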
# M1 PAM parental: M1 PAM counterscreen hit in parental CHO-K1 cells; activation, % at 3 µM; 360,000 compounds, 0.02% hits; ATP EC20, Fluo-8 calcium fluorescence; 0% at ATP EC20, 100% at ATP max;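 active = activation above the run cutoff, the mean activation of all test compounds plus 3 SD, cut at about 40% in these data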;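 note: peak over basal fluorescence ratio in a 140 s read after ATP addition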
# CHRM4 PAM: potentiates acetylcholine response at human M4 receptor; 360,000 compounds, 0.4% hits; activation, % at 3 µM; CHO-K1 hM4/Gqi5, Fluo-8 calcium fluorescence, ACh EC20; 0% = ACh EC20, 100% = maximal ACh; AID 624126; P08173;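 active = activation above its plate's cutoff, the mean activation of sample wells plus 3 SD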; note: some results filed as inactive read as strong as hits
# Target sequence (P08173 whole entry, looked up): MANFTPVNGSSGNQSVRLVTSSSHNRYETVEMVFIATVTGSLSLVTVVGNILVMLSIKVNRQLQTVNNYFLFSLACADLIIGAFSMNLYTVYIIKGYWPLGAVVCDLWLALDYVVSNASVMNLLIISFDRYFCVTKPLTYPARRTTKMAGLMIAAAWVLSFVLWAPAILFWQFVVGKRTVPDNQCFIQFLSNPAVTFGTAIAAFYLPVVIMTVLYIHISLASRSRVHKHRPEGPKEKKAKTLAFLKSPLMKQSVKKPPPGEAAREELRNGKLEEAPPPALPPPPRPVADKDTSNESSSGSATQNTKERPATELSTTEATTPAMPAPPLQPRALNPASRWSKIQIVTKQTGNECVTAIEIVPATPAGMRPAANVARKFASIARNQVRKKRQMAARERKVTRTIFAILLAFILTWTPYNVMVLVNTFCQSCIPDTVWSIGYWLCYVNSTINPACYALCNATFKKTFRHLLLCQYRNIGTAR
# M5 PAM: potentiates acetylcholine response at human M5 receptor; P08912; CHO-K1 hM5, Fluo-8 calcium, ACh EC20 PAM; 0% = ACh EC20, 100% = ACh EC100; activation, % at 3 µM; 360,000 compounds, 0.3% hits; AID 624038;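 active = activation above the run cutoff, the mean activation of all test compounds plus 3 SD, cut at about 18% in these data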
#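 Assay system: CHO-K1 hM5 cells. Also added: acetylcholine at EC20 concentration, added after compound. Dosing: 3 µM, single dose. Times: compound preincubation 140 s before EC20 acetylcholine addition. Signal: Fluo-8 calcium fluorescence. Measure: % activation relative to EC20 and EC100 ACh responses. Repeats: singlicate, one well per test compound.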
# CRFR2-BP antag: antagonists of CRF-binding protein/CRF-R2 receptor complex; HEK293 CRF-R2/CRF-BP, CRF-induced calcium fluorescence; inhibition, % at 11.8 µM; 350,000 compounds, 0.59% hits;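 active = inhibition of the ligand-induced calcium signal above about 50% at the single tested concentration, limit read from the data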
# M5 antag: CHRM5 antagonism in calcium assay; 360,000 compounds, 0.59% hits; P08912; inhibition, % at 3 µM; AID 624040; CHO-hM5 cells, Fluo-8 calcium fluorescence, ACh EC80;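 active = inhibition above a per-plate cutoff, the mean of that plate's test compounds plus 3 SD, cut at about 27% in these data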;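 note: 0% = acetylcholine EC80 with DMSO and 100% = DMSO without agonist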
# TAAR1 agonist: agonists of human TAAR1. CHO RD-HGA16 TAAR1, Fluo-8 calcium fluorescence; vehicle wells 0%, saturating PEA agonist 100%. Q96RJ0. activation, % at 3 µM. 360,000 compounds, 0.99% hits. AID 624467;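 active = activation above the mean activation of all test compounds in the run plus 3 SD, cut at about 38% in these data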
#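 Benchmarks: low control DMSO, high control PEA (EC100); System: CHO RD-HGA16 cells carrying human TAAR1 plus Gα16; Detection: Fluo-8 fluorescence, 5 s baseline then 140 s kinetic read; Schedule: 17-24 h plating, Fluo-8 75 min 37 °C, 30 min RT; Read-out basis: % activation from peak over basal fluorescence ratio, DMSO-to-PEA scaled.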
# M5 ag: agonists of human muscarinic M5 receptor (CHRM5); P08912; CHO-K1 hM5 cells, Fluo-8 calcium fluorescence; 0% DMSO wells, 100% maximal acetylcholine response; activation, % at 3 µM; 360,000 compounds, 0.19% hits; AID 624037;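 active = activation above the run's mean over test compounds plus 3 SD, cut at about 23% in these data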;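 note: signal is peak over basal fluorescence ratio across the kinetic read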
# CRFR2-BP ag: CRF-BP/CRF-R2 complex agonism. activation, % at 13.2 µM. HEK293 CRF-R2/CRF-BP, calcium dye fluorescence (FLIPR); percent of saturating CRF peptide response. 350,000 compounds, 0.46% hits;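 active = activation of at least 50%, plus an integration ratio under a set limit after plate pattern correction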;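 note: plate controls were neutral control wells without compound for no effect and CRF at EC100 for full effect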
# An asterisk follows results filed as active; x = not tested or not shown; & = joins results of further samples.
# The first three compounds (preview)
SMILES,TAAR1 antagonist,M1 PAM parental,CHRM4 PAM,M5 PAM,CRFR2-BP antag,M5 antag,TAAR1 agonist,M5 ag,CRFR2-BP ag
COc1cc(/C=C2\C(=O)ON=C2c2ccc(Cl)cc2)ccc1O,9,x,x,x,31,x,5,x,26
CCOCCCNC(=O)C1(O)c2cc(Br)ccc2NC(=O)N1c1cccc(OC)c1 (stereo not drawn),0,10,2,3,-5,1,5,-2,0.2
Cc1cc(C)c2nc(N3CCC(C(=O)NCCCN4CCCCC4)CC3)sc2c1,0,11,-12,-21,9,9,-1,-6,0.0

# The listing (from the top)
SMILES,TAAR1 antagonist,M1 PAM parental,CHRM4 PAM,M5 PAM,CRFR2-BP antag,M5 antag,TAAR1 agonist,M5 ag,CRFR2-BP ag
COc1cc(/C=C2\C(=O)ON=C2c2ccc(Cl)cc2)ccc1O,9,x,x,x,31,x,5,x,26
CCOCCCNC(=O)C1(O)c2cc(Br)ccc2NC(=O)N1c1cccc(OC)c1 (stereo not drawn),0,10,2,3,-5,1,5,-2,0.2
Cc1cc(C)c2nc(N3CCC(C(=O)NCCCN4CCCCC4)CC3)sc2c1,0,11,-12,-21,9,9,-1,-6,0.0
CCCN1CCC(=O)N([C@H](CSc2ccccc2)CC(C)C)CC1,-24,19,3,-3,-3,3,4,-11,-0.9
O=C(Nc1cccc(C(=O)O)c1)/C(=C\c1ccco1)NC(=O)c1ccc(Br)o1,-37,-11,0,-2,0,4,7,-2,1.1
Cc1ccc2cccc(NC(=S)NC(=O)c3ccn(C)n3)c2n1,11,-4,-2,-8,10,9,1,-1,-1.6
CCCCN(C(=O)CC1CCCC1)c1c(N)n(Cc2ccccc2)c(=O)[nH]c1=O,-5,-10,5,4,-20,4,1,0,-2.2
COc1ccc(C(CNC(=O)c2cccn2C)N2CCOCC2)cc1 (stereo not drawn),-24,19,5,5,0,-4,-1,-1,0.9
O=C(Nc1ccc(C(=O)O)cc1)Nc1ccc([N+](=O)[O-])cc1,11,-5,-1,-3,4,4,2,0,0.4
CCOC(=O)N1CCN(C(=O)C(C)NC(=O)c2ccco2)CC1 (stereo not drawn),-8,-16,-4,5,10,-1,-1,3,0.4
Nn1c(SCC(=O)NC2CCCCC2)nnc1-c1ccccc1F,-5,10,1,-6,0,7,2,0,-1.3
COc1ccc(C2Nc3ccccc3C(=O)N2Cc2ccco2)cc1CN1C(=O)c2ccccc2C1=O (stereo not drawn),3&7,16&18,-10&-4,-10&-8,-23&-9,7&6,0&8,-3&3,-2.9&-1.7
Cc1cc(NC(=O)CSc2nc(N)c(NC(=O)c3ccccc3F)c(=O)[nH]2)no1,-2,18,12,0,-4,-1,1,-5,-1.1
Cc1ccc(S(=O)(=O)N2CCN(CC(=O)N/N=C\c3ccc(Cl)c([N+](=O)[O-])c3)CC2)cc1,11,7,1,-8,-6,7,2,-6,-1.3
CCCc1nc2ccc(C(=O)OC)cn2c1Cc1ccccc1,-21,12,5,-3,x,-5,5,-7,x
CO/N=C(\C)C(Cc1ccc(Cl)nc1)Cc1ccc(Cl)nc1,-6,0,-3,4,1,1,2,-5,-3.3
CN1CCN(C(=O)/C=C/c2cn(-c3ccccc3)nc2-c2ccc3c(c2)OCCO3)CC1,2,15,9,19*,-44,-5,8,2,-1.9
S=c1[nH]nc2n1CCCN2,9,-18,7,17,10,-1,0,0,0.1
COC(=O)C1=C/C=C\CN(C(c2ccccc2)c2ccccc2)/C=C\1C(=O)OC,-9,22,8,0,52*,-1,4,-2,0.8
Cc1sc(N2C(=O)C3C(C2=O)[C@H]2C=C[C@@H]3C2)c(C#N)c1C (stereo partly drawn),-14,19,0,-1,5,7,2,0,-0.3
O=C(c1cccc(S(=O)(=O)Nc2ccc(F)cc2)c1)N1CCC1,-4,-2,-3,3,2,-6,9,3,-1.1
CC(C)(C)C1CCC2(CC1)C(C#N)=C(SCC(=O)Nc1ccccc1)NC(=O)C2C#N (stereo not drawn),8,-1,-2,-16,-2,20,12,6,7.5
CC[C@H](CO)Oc1cc(NCc2ccc(Cl)c(Cl)c2)c2ncn(C(C)C)c2c1,25,18,5,10,-10,0,20,5,-1.9
CC(c1ccco1)N(C(=O)c1cc(Cl)cc(Cl)c1)c1ccccn1 (stereo not drawn),-7,19,2,3,-1,9,4,-5,2.0
CC(C)CCOC(=O)C1[C@H]2C(=O)N(Cc3cccs3)C[C@]23C=C[C@H]1O3 (stereo partly drawn),-30,-2,0,-4,-8,-2,2,-1,5.0

# More records
SMILES,TAAR1 antagonist,M1 PAM parental,CHRM4 PAM,M5 PAM,CRFR2-BP antag,M5 antag,TAAR1 agonist,M5 ag,CRFR2-BP ag
Cc1csc(NC(=O)CN2C(=O)C3CC=CCC3C2=O)n1 (stereo not drawn),4,12,7,-1,31,0,0,0,0.8
CN(C)CC(=O)N1c2ccccc2Sc2ccc(Cl)cc21,10,15,-20,-19,1,95*,2,-10,-1.1
COc1ccccc1C(NC(=O)CC(C)C)c1c(O)ccc2ccccc12 (stereo not drawn),3,-6,4,1,8,8,-3,-6,-0.8
COCCCn1c(SCC(=O)Nc2ccccc2F)nnc1-c1ccoc1C,-1,-12,4,0,103*,1,5,-1,-0.7
Cc1onc(-c2ccccc2)c1C(=O)Nc1cccc(S(=O)(=O)NC2=NCCC2)c1,9,1,8,0,-9,-6,9,4,1.9
CCc1ccc(OCC(=O)NNC(=O)C2CCC2)cc1,-18,6,6,3,-3,-1,1,-2,-0.5
O=C(N/N=C\c1cc([N+](=O)[O-])ccc1N1CCOCC1)c1ccccn1,8,4,-2,-7,-5,-1,-1,-2,2.6
COc1c(F)c(F)c(C(=O)O)c(Nc2ccccc2)c1F,10,3,0,-4,14,-1,8,0,-0.1
CC(=O)N1CCN(c2ccc([N+](=O)[O-])cc2C#N)CC1,13,20,-2,6,-25,6,8,0,-0.6
CC1(C(=O)NS(=O)(=O)c2cccc(Cl)c2)CCN1C(=O)C1(c2ccc(Cl)cc2)CC1 (stereo not drawn),-28,22,8,-2,x,-4,3,-1,x
CCCCCN(C(=O)CCC(=O)OCc1ccccc1C(F)(F)F)c1c(N)n(CCCC)c(=O)[nH]c1=O,-6,2,10,7,3,-7,1,-2,-1.1
COc1ccc2c(c1)cc(C(=O)N[C@@H](Cc1ccccc1)C(=O)N[C@@H](C)C(=O)O)n2C,-19,3,-3,3,-5,5,4,-5,11
C[C@@H](C(=O)Nc1ccc2c(c1)OCCO2)n1c(=O)[nH]c2ccccc2c1=O,-1,6,3,-3,-8,6,0,-4,-0.3
CN(C)S(=O)(=O)c1cccc(N=c2scc(-c3ccc4c(c3)NC(=O)CO4)n2CC2CCCO2)c1 (stereo not drawn),53*,14,-11,-15,5,4,27,2,-1.9
COc1ccc(N=C2S/C(=C\c3ccc(N4CCOCC4)o3)C(=O)N2CCc2c[nH]c3ccccc23)cc1,x,19,-13,-1,x,11,x,10,x
COCCN(C(=O)CSc1nnc(-c2ccccc2OC)o1)c1c(N)n(CC(C)C)c(=O)[nH]c1=O,-34,15,2,9,18,1,12,2,-1.5
Cc1cc(C)c(NC(=O)CCCSc2nnc(N)s2)c(C)c1,5,-6,-11,-5,10,-7,7,-4,-1.4
CCn1c(CNc2ccc(F)cc2)nnc1SCC(=O)Nc1ccccc1OC,-18,14,-6,0,-1,3,0,-5,-1.6
Cn1c(=O)c2c([nH]c(=S)n2Cc2ccc(Cl)cc2)n(C)c1=O,-17,6,-4,0,-3,12,3,1,-1.6
CC1(Cc2cccc(C#N)c2)C(=O)Nc2ccc(-c3cccc(C(F)(F)F)c3)cc21 (stereo not drawn),-27,18,3,5,x,-12,-1,1,x
Cc1cc(C)cc(OCC(=O)NN2C(=O)c3ccccc3C2=O)c1,6,16,5,1,-1,-3,0,1,1.2
CCOc1ccccc1CN1CCN(Cc2cn(C)nc2-c2ccccc2)CC1CCO (stereo not drawn),-2,7,5,0,-4,2,-1,-3,1.4
CN1C(CC(=O)Nc2ccc(Cl)cc2Cl)c2ccccc2CC1(C)C (stereo not drawn),-55,13,-14,-9,-9,12,4,-9,0.4
CCOC(=O)/C=C1\CC(=O)Nc2cc(C)c(C)cc2N1,1,10,7,-2,-4,5,19,-1,-0.5
CC(=O)Nc1cccc(/C(C)=N/NC(=O)c2ccc(NS(=O)(=O)c3cccs3)cc2)c1,-42,-14,-2,2,5,1,1,-1,1.2

# Following part:
SMILES,TAAR1 antagonist,M1 PAM parental,CHRM4 PAM,M5 PAM,CRFR2-BP antag,M5 antag,TAAR1 agonist,M5 ag,CRFR2-BP ag
O=C(c1ccco1)N1CCN(C(=O)c2ccc(CS(=O)c3ccc(Cl)cc3)o2)CC1 (stereo not drawn),5,14,-3,-4,3,7,3,-2,0.5
Cc1ccc(CSc2nc3ccsc3c(=O)n2Cc2ccccn2)cc1,9,17,-6,5,17,-4,0,9,-0.1
COCCCN(Cc1ccco1)C(=O)c1cc2c(s1)-c1ccc(Cl)cc1S(=O)(=O)C2,6,21,-5,0,-15,13,2,-4,-0.1
COc1ccc(NC(=O)COC(=O)/C=C/c2ccccc2[N+](=O)[O-])cc1,6,2,0,-2,-2,1,0,2,-0.9
CCOC(=O)C1(CCc2ccccc2)CCN(C(=O)c2cccc(C)n2)CC1,-29,21,3,-9,2,20,4,-2,-0.3
C[C@H](CO)N1C[C@H](C)[C@@H](CN(C)S(=O)(=O)c2cccs2)OCc2cnnn2CCCC1=O,-20,2,3,2,0,4,3,1,-1.2
CCCn1c(=O)c(-c2nc3ccccc3[nH]2)c(O)c2ccccc21,31,-12,-2,0,-1,-4,6,-3,1.0
CCOC(=O)C1(C)CCCCN1C(=O)c1cccnc1 (stereo not drawn),-20,6,19*,-2,x,-15,1,1,x
CCc1ccc(NC(=O)C(=O)NNC(=O)c2cccs2)cc1,-6,-4,4,-2,10,9,4,-4,-1.8
COc1ccc(Cl)cc1NC(=O)C1CCCO1 (stereo not drawn),6,18,3,2,11,-2,11,-5,-0.2
CC(CN1CCCCC1)C(=O)NNC(=O)C12CC3CC(CC(C3)C1)C2 (stereo not drawn),-10,-11,3,2,-1,3,3,2,-0.4
O=C(Nc1nccs1)c1cc(S(=O)(=O)N2CCOCC2)ccc1Cl,-9,18,2,6,-10,-10,5,2,0.5
COc1ccc(CNc2cc(C)nc3ncnn23)c(OC)c1,14,2,3,-13,24,6,7,4,-2.1
O=c1c2[nH]c3ccc(F)cc3c2nc2n1CCS2,-7,12,6,5,0,-8,1,-3,-1.5
CC(/C=N/NC(=O)c1ccc(Br)cc1)=C\c1ccccc1,-17,-5,-1,-7,-17,3,0,0,2.9

# Looked up above.
# CC(/C=N/NC(=O)c1ccc(Br)cc1)=C\c1ccccc1 – CHRM4 PAM: -1
# CC(CN1CCCCC1)C(=O)NNC(=O)C12CC3CC(CC(C3)C1)C2 (stereo not drawn) – M5 PAM: 2
